High-throughput results deposited in PubChem BioAssay by Broad Institute.
Xi reactivation: activators of X-chromosome reactivation in mouse fibroblasts; activation, % at 7.58 µM; actives 0.055% (n = 360,000); XiGFP mouse fibroblasts, % GFP-positive cells imaging, 3 d; cells co-treated with 5-aza-dC sensitizer; scaled so ellipticine positive control = 100%; AID 743238;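 active = mean normalized replicate activation at least 10% and every replicate at or above 10%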;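 note: 0% = median of on-plate neutral control wells and 100% = ellipticine 6 µM median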
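Assay system: SV40-immortalized XiGFP fibroblast cells, line 68-5-11; buffer or medium: DMEM plus 5-aza-dC sensitizer; compound: one concentration, pinned; timing: compounds 3 days, fix/stain 15 min at room temperature; benchmarks: positive control ellipticine, 6 µM final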
INS-1E GSIS act: primary screen for activators of insulin secretion dependent on glucose, INS-1E cells, GLuc reporter luminescence | INS-1E GLuc reporter insulin secretion, 2-3 h | actives 0.61% (n = 370,000) | activation, % at 16.6 µM | AID 743287;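 active = lowest replicate activation of at least 40%, so every replicate reaches that level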;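 note: 0% = median of neutral control wells and 100% = median of IBMX positive control wells; some compounds called inactive have numbers as strong as hits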
ERAP1 HTS inh: inhibitors of human ERAP1 aminopeptidase; Q9NZ08; recombinant ERAP1, Leu-AMC fluorescence, 60 min; inhibition, % at 10.7 µM; actives 0.15% (n = 340,000); AID 652197;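 active = mean replicate inhibition of at least 30%, or all replicates individually reaching that 30% level; inactive = mean below 30% and not every replicate reaching it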;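 note: 0% = neutral control wells and 100% = L-leucinethiol positive control wells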
RAD54 branch: blocks human RAD54 Holliday junction branch migration; Q92698; actives 0.14% (n = 360,000); FAM/BHQ fluorescence; inhibition, % at 10.4 µM;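 active = mean normalized replicate activity at least 40 and at least half of replicates scoring 40 or more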;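 note: 0% = median of neutral control wells and 100% = median of positive control wells; inhibitors cause a drop in the FAM fluorescence signal; in these data hits start at about 50%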
F508del corr: CFTR F508del correction in bronchial cells | CFBE cells, YFP halide quenching; stimulated with forskolin plus potentiator P3; % fluorescence drop versus neutral controls | activity (quench increase), % at 7.58 µM | actives 0.36% (n = 350,000);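 active = mean added fluorescence quench of at least 8% versus neutral control, with both replicates also reaching 8%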;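 note: cells transiently co-express mutant CFTR-F508del with the halide-sensitive YFP; corrector assay measuring rescue of mutant channel to the surface after 24 h compound exposure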
esBAF inh: blocks esBAF chromatin remodeling in mouse ES cells; Bmi1-luciferase knock-in reporter, 24 h; 100% = twice the neutral-well signal; reporter increase, % at 12.5 µM; AID 602393; actives 2% (n = 350,000); in the data active = activation above about 40%;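 note: 0% = median of the plate's neutral control wells and 100% = double that signal; a rise in the Bmi1 reporter signal indicates esBAF inhibition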
ARNT-TACC3 inh: ARNT/TACC3 interaction disruption; actives 0.66% (n = 390,000); inhibition, % at 9.99 µM; Q9Y6A5; AlphaScreen His-ARNT PAS-B/GST-TACC3 binding, luminescence; TACC3 fragment carries E629A point mutation;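 active = mean inhibition of replicates at least 50% and at least half of replicates each reaching 50%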;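 note: 0% = complete ARNT plus TACC3 wells and 100% = ARNT alone without TACC3; many hits fall short of the cut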
RAD52 inh: blocks human RAD52 DNA annealing | inhibition, % at 18.7 µM | actives 0.46% (n = 360,000) | recombinant RAD52 DNA annealing, FRET fluorescence | P43351;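 active = every replicate showing at least 50% inhibition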
Target sequence (P43351 whole entry, looked up): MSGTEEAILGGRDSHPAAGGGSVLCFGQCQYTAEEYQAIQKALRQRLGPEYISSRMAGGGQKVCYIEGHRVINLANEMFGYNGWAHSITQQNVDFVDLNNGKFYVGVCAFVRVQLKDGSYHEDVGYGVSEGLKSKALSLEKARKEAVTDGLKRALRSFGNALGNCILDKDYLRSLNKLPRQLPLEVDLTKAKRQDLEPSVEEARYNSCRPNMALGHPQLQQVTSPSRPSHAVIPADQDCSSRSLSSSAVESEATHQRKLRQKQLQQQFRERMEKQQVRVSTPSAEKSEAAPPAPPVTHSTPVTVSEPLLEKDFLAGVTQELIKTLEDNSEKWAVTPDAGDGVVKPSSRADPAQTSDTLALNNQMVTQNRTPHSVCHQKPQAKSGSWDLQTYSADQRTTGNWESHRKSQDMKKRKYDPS
* hit, by the source's call; · = no result given; & = joins results of further samples. An excerpt (hit frequency here may not be typical).

mol,INS-1E GSIS act,ERAP1 HTS inh,RAD54 branch,RAD52 inh,Xi reactivation,esBAF inh,F508del corr,ARNT-TACC3 inh
CCCCCCCCCCCCCCCC[N+](C)(C)C,·,42*,44,80*,0.1,-28,-1.1,-12
O=C(NN=Cc1ccc(N(CCCl)CCCl)cc1)C(=O)c1c[nH]c2ccccc12,·,-2,-12,-91,0.2,6,·,-5
CSc1ccc(CN2CCN(C(=O)Cc3ccccc3)CC2)cc1,·,0,-5,5,-0.1,-6,6.6,·
Cn1cc[n+](C)c1P(=S)(c1ccccc1)c1ccccc1,6,10,9,-11,0.1,-3,1.3,-3
FC(F)(F)c1ccccc1NC1=NCCCS1,-32,-1,12,-6,0.0,·,-4.5,0
N#CCCn1cc(C(=O)Nc2ccc(F)cc2)c(-c2ccccc2)n1,0,1,-2,-10,0.1,-12,-1.6,-3
O=C(O)CCn1cc(C=C2C(=O)NC(=S)NC2=O)c(-c2cccc(Br)c2)n1,10,5,·,-35,0.5,·,-3.1,4
CCC(C)NC1(c2ccccc2)CCCCC1 (centres undefined),12,-4,·,-9,·,·,1.9,·
Cc1ccccc1-n1c(C)nc2ccccc2c1=O,13,4,·,-14,0.1,·,2.3,5
CC1(C(=O)O)CCCC2(C)c3cc(O)ccc3CCC12 (centres undefined),-11,3,-7,-10,0.0,0,0.2,·
COc1ccc(O)c(CN2CCCC(C(=O)c3ccccc3SC)C2)c1 (centres undefined),4,0,·,-5,-0.1,·,0.5,4
C=Cn1ccnc1P(=S)(c1ccc(N(C)C)cc1)c1nccn1C=C,6,1,0,-6,·,-4,·,3
CCC(=NC1CC1)c1c(O)n(C2CCCCC2)c(=O)[nH]c1=O,38,·,-1,·,·,12,·,-4
COc1ccc(CCNCC2CCCO2)cc1 (centres undefined),-1,0,-6,-11,0.1,5,0.9,-2
O=Cc1cn(Cc2c(F)cccc2Cl)c2ccccc12,-5,2,-1,-20,-0.3,-8,1.5,-6
COc1ccc(/C=C2/C(=O)N(Cc3ccco3)C(=O)N(C(C)C)C2=O)cc1,3,11,·,-299,0.0,·,·,1
COc1ccccc1N1CCN(Cc2ccc3c(c2)OCO3)CC1,·,0,·,-10,0.0,-5,1.7,4
COc1cc2c(cc1OC)[C@@H]1C(=O)c3ccc4c(c3O[C@@H]1CO2)C[C@H](C(C)C)O4,·,·,3,1,0.4,·,-27,1
COc1cccc(-c2ccc([C@@H]3[C@H]4CN(C(=O)Cc5ccncc5)CCCCN4[C@H]3CO)cc2)c1,-4,·,-14,-55,0.0,·,-2.5,·
CCC1=CCN(CCc2c(C)[nH]c3ccccc23)CC1,5,-3,3,3,·,-1,2.4,0
Cc1ncc([N+](=O)[O-])n1CCOc1nonc1N,5,-3,·,-3,-0.1,·,0.6,-6
O=Cc1cn(Cc2ccc(F)cc2)c2ccccc12,1,-7,-23,-2,0.0,0,0.9,2
CCCCCn1c(=O)c(C(=O)Nc2ccccc2)c(O)c2ccccc21,-2,0,-9,10,0.0,27,-2.4,2
Cc1cc(/C=C2\C(=O)NC(=O)N(c3cccc(F)c3)C2=O)c(C)n1-c1cc(C(=O)O)cc(C(=O)O)c1,-3,2,·,-93,-0.1,·,1.9,3
C[C@@]1([C@@H](NP(=O)(c2ccccc2)c2ccccc2)c2ccccc2)C[C@H]1CCO,-2,0,-4,-2,0.1,5,-0.2,-1
Cn1cc(C(O)CN2CCCCC2)c2ccccc21 (centres undefined),11,0,-7,-5,0.0,-4,0.3,-17
CCCCn1c(O)c(C(C)=NCc2cccnc2)c(=O)[nH]c1=O,6,·,-4,-23,0.1,·,-0.8,-24
CCOP(=O)(OCC)c1cccc(OP(=O)(c2cccc([N+](=O)[O-])c2)c2cccc([N+](=O)[O-])c2)c1,-4,·,-6,-11,-0.1,·,1.2,·
COc1ccc(NC(=O)CN2CC=C(c3ccccc3)CC2)cc1S(=O)(=O)N1CCOCC1,-9,1,·,-36,0.1,·,-5.0,6
CN(C)c1ccc(C=C2C(=O)NC(=O)NC2=O)cc1,-4,0,-3,-9,0.0,7,-1.0,-9
COc1cccc(C(=O)C2CCCN(Cc3ccccn3)C2)c1 (centres undefined),-5,2,·,-1,0.0,·,-1.6,5
C[C@H]1CN([C@@H](C)CO)C(=O)CCCn2nncc2CO[C@H]1CN(C)C(=O)Oc1ccccc1,1&10,-2&2,0&4&8,-5&-1,0.3&0.1,0&0&-4,2.2&-3.2&0.5,-7
N#Cc1cccc(-c2ccc([C@H]3[C@H](CO)N4CCCCN(C(=O)Cc5ccccc5)C[C@@H]34)cc2)c1,2,-2,0,-51,0.4,·,-4.4,1
COC(=O)c1c(C)n(Cc2ccccc2)c2ccc(O)cc12,2,-1,-2,-17,0.0,-3,0.6,-2
O=C(O)c1nn(Cc2ccc(Cl)cc2Cl)c2ccccc12,·,-51,15,-17,0.0,4,-1.3,-8
CCC1C2CC3C4N(C)c5ccccc5C45CC(C2C5O)N3[C@@H]1O (some centres undefined),22,1,0,-1,0.1,9,1.2,0
CN1CCN(c2ccc(C(F)(F)F)cc2N)CC1,-7,3,·,-7,0.0,·,1.7,-4
COC(=O)C1=C(c2cc3ccccc3s2)C[C@@H]2CC[C@H]1N2C(=O)NCC1CC1,-16,-4,-1,-10,0.0,3,-0.5,·
O=C(N=Nc1c(O)[nH]c(=O)[nH]c1=O)C1COc2ccccc2O1 (centres undefined),8,-1,·,-6,0.1,·,4.0,0
CC1c2ccccc2-n2nncc2CN1C (centres undefined),2,3,-11,-9,·,2,1.0,-5
CCCCn1c(=O)c(C=Nc2cc([N+](=O)[O-])ccc2OC)c(O)n(CCCCl)c1=O,-1,-2,·,-28,0.1,·,1.8,·
Cc1cc(/C=C2\C(=O)NC(=O)N(c3ccccc3)C2=O)c(C)n1-c1ccc(C(=O)O)c(Cl)c1,8,7,6,-85,0.0,0,-0.2,2
CC=Cc1ccc2n(c1=O)C[C@H]1[C@H](CO)[C@@H](C(=O)O)[C@@H]2N1S(=O)(=O)c1ccccc1C (mixture of isomers),12,0,-3,11,0.0,-1,0.0,0
CCOP(=O)(OCC)C1(C(=O)O)CCCC1,5,-6,2,6,0.1,-4,-32,-3
COc1cccc(OC)c1CN1CCCC(C(=O)c2cccc(Cl)c2)C1 (centres undefined),-9,-1,3,-7,0.0,-14,5.1,6
N=c1ccccn1Cc1ccccc1,3,·,·,1,0.2,-6,-1.6,0
Cc1ccccc1-c1ccc2n1Cc1cnnn1-c1ccccc1-2,·,0,2,1,0.0,5,-1.2,5
CCOc1cc(CNC(C)C(O)c2ccccc2)cc(Cl)c1OCC (centres undefined),-11,·,9,·,0.0,·,·,-32
CC1CCCN(C(=O)CN2C3CCC2CC(O)(c2ccc(F)cc2)C3)C1 (centres undefined),-2,0,·,0,0.0,-4,0.0,7
COC(=O)C1C(c2ccc(F)cc2)CC2CCC1N2C (centres undefined),5,-3,·,-4,·,·,0.3,·
CCOc1ccc(-c2cc(C)[n+](CCc3ccc(OC)c(OC)c3)c(-c3ccc(OCC)cc3)c2)cc1,-50,3,48,21,0.6,-34,0.2,12
Cc1ccc2c(c1)C1CN(C)CCC1N2C(=S)Nc1cccnc1 (centres undefined),9,-4,·,-12,0.0,·,-2.5,-4
CC[C@H]1OC(=O)C[C@@H](O)[C@H](C)[C@@H](O[C@@H]2O[C@H](C)[C@@H](O[C@H]3C[C@@](C)(O)[C@@H](O)[C@H](C)O3)[C@H](N(C)C)[C@H]2O)[C@@H](CC=O)C[C@@H](C)C(=O)/C=C/C(C)=C/[C@@H]1CO[C@@H]1O[C@H](C)[C@@H](O)[C@@H](OC)[C@H]1OC,·,-14,8,-9,0.2,1,-3.0,0
COC(=O)C1=C(c2ccc(OCc3ccccc3)cc2)C[C@@H]2CC[C@H]1N2C(=O)NCCCCc1ccccc1,-5,0,-2,-5,0.3,0,3.2,·
CCCc1nc2ccccc2c(=O)n1-c1ccc(O)cc1,3,6,·,-15,0.1,·,-1.6,-8
O=C(Cc1ccccn1)N1CCCCN2[C@H](C1)[C@H](c1ccc(-c3ccc(F)cc3)cc1)[C@@H]2CO,9,2,3,-43,0.1,·,-1.1,2
CCCCCCCCCCCCn1ccc(=N)cc1,212*,·,32,50*,3.0,·,-16,2
CC(C)(C)NC(=S)N1Cc2ccccc2-n2nncc2C1,-5,4,9,14,-0.2,3,2.6,·
C=CCN(CC=C)C(=O)CCN1CC1C (centres undefined),·,1,-13,-26,0.0,3,4.7,7
COc1ccc2c3c1OC1[C@H](O)CCC4[C@@H](C2)N(C)CC[C@]314 (some centres undefined),12,-5,-10,-4,·,-2,-1.2,-5

Following part
mol,INS-1E GSIS act,ERAP1 HTS inh,RAD54 branch,RAD52 inh,Xi reactivation,esBAF inh,F508del corr,ARNT-TACC3 inh
CCCC(=O)c1cc(CP(=O)(OCC)OCC)oc1C,6,-2,-6,-15,-0.1,-8,-1.5,·
CC(C)(C)NC(=O)CN1CCCN(C(=O)COc2ccc(Cl)c3ccccc23)CC1,-16,-6,2,0,-0.1,1,2.5,2
N#Cc1ccc(-c2ccc([C@H]3[C@H](CO)N4CCCCN(C(=O)Cc5ccccc5)C[C@@H]34)cc2)cc1,2,-1,6,-34,0.4,4,-2.5,6
Cc1ccc(N)c(C)c1,1,-5,-11,-18,·,-8,-2.2,·
C[C@@H]1O[C@@H](O[C@@H]2C=C3CCC4C(CC[C@]5(C)[C@@H](c6ccc(=O)oc6)CC[C@]45O)[C@@]3(C)CC2)[C@H](O)[C@H](O)[C@H]1O (some centres undefined),-25,-5,-2,-5,0.2,-2,6.1,-2
CC(=O)O[C@H]1CCC2C3CCC4=CC(=O)CCC4=C3C=C[C@@]21C (some centres undefined),4,0,-11,-21,0.0,6,-1.4,5
Cc1ccc(-n2c(=S)[nH]c3ccccc3c2=O)cc1C,·,-10,4,-9,0.0,-2,·,·
CCC1(c2cccc(O)c2)CCCCN(C)C1 (centres undefined),·,0,-3,-12,0.2,2,0.8,-4
CCn1c(C)c(C(=O)NCCc2ccccc2)c2cc(OC)ccc21,-17,-3,3,-7,-0.1,12,-0.4,-2
CCCn1cc(C(=O)O)cn1,-3,6,·,-10,0.0,11,-0.3,11
COc1ccc2ccc(O)c(CN3CC=C(c4ccccc4)CC3)c2c1,-24,3,·,-12,0.3,·,-2.7,2
NS(=O)(=O)c1ccc(N=Cc2c(O)n(-c3ccccc3)c(=O)[nH]c2=O)cc1,6,-6,·,-27,0.0,·,1.4,·
CC(C)c1oc(=O)cc2c1[C@@H](O)[C@H]1OC(=O)[C@@]3(C)CC[C@@H](O)[C@@]2(C)C13 (some centres undefined),·,2,-3,14,0.0,28,-0.5,3
COC(=O)C1=C(c2ccccc2)C[C@@H]2CC[C@H]1N2C(=O)N1CCCC1,6,-6,-1,-13,0.3,-6,0.0,·

Compound profiles, from the list above.
Cc1ccc(-n2c(=S)[nH]c3ccccc3c2=O)cc1C is listed as INS-1E GSIS act: ·; ERAP1 HTS inh: -10; RAD54 branch: 4; RAD52 inh: -9; Xi reactivation: 0.0; esBAF inh: -2; F508del corr: ·; ARNT-TACC3 inh: ·
COc1ccc2ccc(O)c(CN3CC=C(c4ccccc4)CC3)c2c1 is listed as INS-1E GSIS act: -24; ERAP1 HTS inh: 3; RAD54 branch: ·; RAD52 inh: -12; Xi reactivation: 0.3; esBAF inh: ·; F508del corr: -2.7; ARNT-TACC3 inh: 2
